Bioassay records from PubChem.
VP16 counter: counter-screen for ROR gamma inhibitors: Gal4-VP16 reporter | Potency, µM (highest dose often 53.6 µM), for the others: top-dose activity, negative = inhibition, actives largely listed as inhibitors | 310,000 tested, 3.5% active | Drosophila S2 Gal4-VP16 UAS-luciferase, luminescence, 20 h;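 also: Gal4-VP16 expression switched on by copper sulfate through the metallothionein promoter; potency is read from the fitted curve at half-maximal effect; % is scaled to controls: 0 for no effect and ±100 for the full control effect; nearly all actives have a fitted effect of over 50% in size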
FLuc modulator: inhibits or activates purified firefly luciferase, miR-21 counter-screen; AID 588342; 360,000 tested, 6.9% active; Potency, µM (titrated, usually from 57.5 µM), inactives show at the highest dose activity change, negative = inhibition, actives largely listed as inhibitors; P08659; purified FLuc, Km substrates, luminescence inhibition;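 also: potency is read from the fitted curve at half-maximal effect; plate controls were vehicle for no effect and reference inhibitor for full effect; nearly all actives have a fitted effect of over 55% in size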
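Purified P. pyralis luciferase (10nM final) with 10uM D-luciferin and 10uM ATP (Km levels) in 50mM Tris acetate pH 7.5, 10mM Mg acetate, 0.01% Tween-20, 0.05% BSA; qHTS 6-point titration, ~60 µM downward; luminescence read.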
PKM2 act: activators of human pyruvate kinase M2. P14618. Potency, µM (titrated, usually from 57.5 µM), without a hit: at the top dose activation, hits mostly activators. purified PKM2, Kinase-Glo ATP luminescence, activation; response scale: 0% is enzyme alone, no compound. 260,000 tested, 0.34% active; also: potency is read from the fitted curve at half-maximal effect; % is scaled to controls: 0 for no effect and ±100 for the full control effect; nearly all actives have a fitted effect of over 55% in size
Target sequence (P14618 whole entry, looked up): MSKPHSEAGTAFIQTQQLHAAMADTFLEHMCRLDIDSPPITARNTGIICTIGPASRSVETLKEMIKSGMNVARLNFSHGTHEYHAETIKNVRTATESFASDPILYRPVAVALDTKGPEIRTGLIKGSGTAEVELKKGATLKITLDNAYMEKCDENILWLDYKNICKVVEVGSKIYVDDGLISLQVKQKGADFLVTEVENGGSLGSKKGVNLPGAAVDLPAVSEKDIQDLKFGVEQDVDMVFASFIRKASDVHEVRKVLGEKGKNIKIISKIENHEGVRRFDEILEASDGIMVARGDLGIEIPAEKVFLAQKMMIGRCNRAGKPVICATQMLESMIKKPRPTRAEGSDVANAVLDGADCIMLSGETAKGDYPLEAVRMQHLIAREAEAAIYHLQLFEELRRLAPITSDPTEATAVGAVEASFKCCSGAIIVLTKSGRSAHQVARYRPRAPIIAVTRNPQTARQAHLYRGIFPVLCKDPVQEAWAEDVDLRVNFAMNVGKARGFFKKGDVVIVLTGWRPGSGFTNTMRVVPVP
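Purified hPK-M2 (>95% pure) converted ADP (0.1 mM final) to ATP with 0.5 mM PEP in 50 mM imidazole pH7.2, KCl, MgCl2, Tween 20, BSA; 1 h at room temperature. ATP detected by Kinase-Glo luminescence.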
Rab9 promoter act: activates the Rab9 promoter; Huh7 Rab9 promoter-luciferase reporter, luminescence, 24 h; Potency, µM (series often up to 9.22 µM), without a hit: top-dose activation, negative = inhibition, usual class: activators; 320,000 tested, 2.8% active; AID 485297; also: potency is read from the fitted curve at half-maximal effect; % of control where 0% means no effect; nearly all actives have a fitted effect of over 60% in size
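Huh7 reporter line, Rab9 promoter upstream of luciferase. Compound exposure 24 h at 37 °C in reduced-serum medium with 10% FBS. Read-out: luminescence.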
ELG1 genotoxic: induces genotoxicity in HEK293T cells with luciferase-tagged ELG1; 330,000 tested, 1.3% active; HEK293T ELG1-luciferase reporter, luminescence, 16 h; Potency, µM (titrated, usually from 46 µM), without a hit: at the highest dose activity change, positive = activation, most hits filed as activators; also: potency is read from the fitted curve at half-maximal effect; % of control where 0% means no effect; nearly all actives have a fitted effect of over 60% in size
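16 hr compound incubation (37 °C, 5% CO2) of HEK293T cells carrying luciferase-tagged ELG1; luciferase then measured by ONE-Glo luminescence after 30 min at RT.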
BRCA1 expr act: activators of BRCA1 expression | MCF7-BRCA1-FFLuc reporter, luminescence, 48 h; response scale: scaled: vehicle 0%, 10 µM genistein 100% | Potency, µM (titrated, usually from 46.1 µM), for the others: top-dose activation, hits mostly activators | 380,000 tested, 1.1% active | AID 624202; also: potency is read from the fitted curve at half-maximal effect; nearly all actives have a fitted effect of over 80% in size; some results filed as inactive show a strong effect at the top dose
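Luminescence from a BRCA1-driven firefly luciferase in MCF7 cells was the read-out, taken 15 min after substrate addition following 48 h compound exposure at 37 °C. Data were normalized to a 10 microM genistein control and DMSO vehicle.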
RORgamma inh: blocks mouse ROR gamma transcriptional activity; AID 2551; Potency, µM (titrated, usually from 53.6 µM), inactives show at the highest dose activity change, negative = inhibition, hits mostly inhibitors; 310,000 tested, 5.4% active; Drosophila S2 Gal4-RORgamma UAS-luciferase reporter, 20 h; also: potency is read from the fitted curve at half-maximal effect; % is scaled to controls: 0 for no effect and ±100 for the full control effect; nearly all actives have a fitted effect of over 60% in size
Target sequence (P51450 whole entry, looked up, the tested form may be a part): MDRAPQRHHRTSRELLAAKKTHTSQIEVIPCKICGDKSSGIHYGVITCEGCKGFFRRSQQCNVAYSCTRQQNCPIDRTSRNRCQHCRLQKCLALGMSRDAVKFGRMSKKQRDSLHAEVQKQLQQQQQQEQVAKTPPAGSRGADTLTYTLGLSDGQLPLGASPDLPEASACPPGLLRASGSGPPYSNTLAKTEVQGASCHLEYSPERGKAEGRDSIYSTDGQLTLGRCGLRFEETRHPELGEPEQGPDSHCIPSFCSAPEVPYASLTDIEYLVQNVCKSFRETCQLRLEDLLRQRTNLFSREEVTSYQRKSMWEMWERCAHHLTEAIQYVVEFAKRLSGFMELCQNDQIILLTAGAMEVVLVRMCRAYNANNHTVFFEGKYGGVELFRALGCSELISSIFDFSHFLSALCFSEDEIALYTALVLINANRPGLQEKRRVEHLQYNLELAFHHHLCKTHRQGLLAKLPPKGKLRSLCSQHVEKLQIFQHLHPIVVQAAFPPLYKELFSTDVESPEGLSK
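Schneider cells (Drosophila), stable Gal4 DBD–ROR gamma + UAS-luc; 1 hr cmpd preincubation; Cu2+ induction 700 uM final; 20 hr ambient; luminescence.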
NPC1 prom act: activates the NPC1 promoter; Huh7 NPC1 promoter luciferase reporter, 24 h; Potency, µM (titrated, usually from 9.22 µM), inactives show top-dose activation, actives largely listed as activators; 320,000 tested, 2.4% active;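 also: potency is read from the fitted curve at half-maximal effect; % of control where 0% means no effect; nearly all actives have a fitted effect of over 60% in size; reporter is driven by a mutant NPC1 promoter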
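Cells: Huh7 expressing luciferase under the NPC1 promoter, 1500/well. Seeded 2 h, compound added, incubated 24 h at 37 °C. Luciferase reagent, 10 min ambient, then luminescence.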
Giardia killer: kills Giardia lamblia. Giardia lamblia trophozoite viability. activity change, % at 7.66 µM, hits read low. 340,000 tested, 0.15% active; in the data active = activity change below about -80%; inconclusive = between about -30% and that limit;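 also: parasites exposed to compound for two days anaerobically before the ATP read; % is scaled to controls: 0 for no effect and ±100 for the full control effect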
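Trophozoites 100 cells/well + cpd; 48 hrs, 37 deg C, anaerobic. ATPLite 1-Step added, 15-30 min RT, luminescence read (ATP-based viability).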
Menin-MLL TR inh: menin-MLL binding inhibition, Texas Red mutant peptide; O00255; Menin + Texas Red MLL mutant peptide, fluorescence polarization; Potency, µM (titrated, usually from 61.6 µM), inactives show top-dose FP activity change, negative = inhibition, usual class: inhibitors; 270,000 tested, 0.23% active; AID 1768; active = well fitted inhibition curve with a large enough effect in the polarisation, with a control signal flat, not every such curve was filed as active; inconclusive = small, poorly fitted or top-dose-only effect, or effect the other way, or a change in a side signal; inactive = no such curve, though single readings can be large or run the other way; the % refers to the polarisation; also: potency is read from the fitted curve at half-maximal effect; % of control where 0% means no effect; many of its hits are not listed in these tables
p53 reactivator: restores transcriptional activity of mutant p53 | H1299 p53-A138V BP100-luciferase reporter, luminescence, 24 h | Potency, µM (series often up to 92.2 µM), inactives show at the highest dose activity change, positive = activation, most hits filed as activators | 320,000 tested, 0.063% active; also: potency is read from the fitted curve at half-maximal effect; % of control where 0% means no effect; nearly all actives have a fitted effect of over 45% in size
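H1299 (p53-null), stable ts p53-A138V + BP100-Luc; 1000 cells/well, Opti-MEM/10% FBS; cpd 4 pt, 1:5; 24 h, 37 deg C, 5% CO2; detection reagent 10 min RT; luminescence.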
Numbers without * were called inactive; ? = inconclusive; / = not tested or not shown; [ ] = remark or other dose. Unless noted, calls follow the shape of the dose curve; as a rule, active = well fitted curve in the direction sought with a large enough effect; inconclusive = small, poorly fitted or top-dose-only effect, or another doubt; inactive = no such curve, though single readings can be large; an effect the other way counts as inactive or inconclusive. Not all compounds are listed; count on the stated rates, not on these rows.

SMILES	VP16 counter	FLuc modulator	PKM2 act	Rab9 promoter act	ELG1 genotoxic	BRCA1 expr act	RORgamma inh	NPC1 prom act	Giardia killer	Menin-MLL TR inh	p53 reactivator
Cc1ccc(S(=O)(=O)Oc2ccccc2/C=N/NC(N)=S)cc1	?	0%	3%	-16%	?	-77%	?	-25%	0	?	10%
Cn1c(=O)n(C)c2cc([N+](=O)[O-])c(N3CCN(S(=O)(=O)c4ccc(C(C)(C)C)cc4)CC3)cc21	-16%	-2%	-7%	-20%	?	-85%	?	-3%	1	5%	-1%
COC(=O)C(=C/C=C/N1CCOCC1)C(=O)OC	-5%	2%	-3%	2%	2%	/	12%	-4%	/	/	-4%
Cc1cccc(C)c1-n1c(C)nn(CC#N)c1=O	5%	1%	0%	-5%	-1%	2%	1%	0%	-4	-15%	10%
Cc1cccc(Oc2ccc3c(c2)cc(C(=O)O)n3C)c1	-4%	-17%	-3%[11.5 µM]	5%	-5%	35%	?	-3%	16	13%	/
CCCN(CCC)CC(O)Cn1cc(/C=C/C(=O)c2ccccc2)c2ccccc21 (stereo not drawn)	-2%	-12%	2%	-7%	-7%	-96%[inhibitor]	?	0%	-19	-8%	13%
Cc1onc(-c2ccccc2)c1C(=O)NC(=S)Nc1sc2c(c1C#N)CCC(C)C2 (stereo not drawn)	?	?	-10%	-1%	5%	22%	2.8µM*	-3%	5	-9%	-4%
O=c1[nH]c2ccccc2n1CCCN1CCCCC1	-5%	0%	0%	0%	1%	0%	-2%	-5%	-8	20%	-1%
COc1cc(/C=N/NC(=O)Cn2nc([N+](=O)[O-])cc2C)cc(Br)c1OCc1ccccc1	6%	6%	-1%	-6%	-5%	-61%	1%	-3%	-4	?	-8%
CCN(CC)C(=O)Cn1c(=O)n(CC(=O)N2CCCCC2)c(=O)c2sccc21	-4%	0%	/	-3%	3%	3%	0%	-4%	13	/	6%
Cc1ccc(-n2nc3ccc(NC(=S)NC(=O)/C=C/c4ccco4)cc3n2)cc1	?	-5%	-5%	1%	?	46%	3.2µM*	14%	-9	?	3%
COc1ccc(CC(=O)NCc2nnc(SCc3ccc(C)cc3)n2C)cc1	-17%	-1%	-10%	1%	0%	-4%	-2%	-2%	-1	-8%	-14%
CC(C)OCCCNc1ncc2c(n1)CC(c1ccccc1)CC2=O (stereo not drawn)	-3%	-23%	13%	-6%	0%	-3%	18%	-1%	-13	-3%	7%
CCCCn1c(-c2cccc(F)c2)nc2c1c(=O)[nH]c(=O)n2CC(C)C	4%	2%	/	-4%	4%	-48%	12%	-2%	7	?	-1%
Cc1oc(-c2ccccc2)cc1C(=O)NC1CCN(Cc2ccccc2)CC1	6%	-1%	-1%	-6%	-1%	-1%	-3%	-2%	-8	/	-2%
COc1ccccc1NS(=O)(=O)c1cc2c3c(c1)CC(=O)N3CCC2	3%	1%	/	1%	0%	-17%	17%	1%	-25	7%	4%
Cc1ccc(S(=O)(=O)NCc2ccc(C(=O)NC3CC3)cc2)cc1	0%	1%	-2%	-6%	9%	-12%	7%	-1%	0	1%	4%
COc1ccc(N2CCN(CCC(O)c3ccc4ccccc4c3)CC2)cc1 (stereo not drawn)	-2%	-2%	/	0%	-5%	-1%	20%	-1%	0	?	28%
O=C(Nc1nnc(-c2ccc(F)cc2)s1)Nc1ccccc1F	-14%	-1%	-1%	27%	3%	35%	4%	22%	2	/	7%
Cc1cc(C)cc(N=C2SC(CC(=O)Nc3ccccc3)C(=O)N2CCN2CCOCC2)c1 (stereo not drawn)	0%	4%	2%	1%	-3%	-30%	-18%	-1%	25	10%	-2%
CCS(=O)(=O)N1Cc2ccccc2CC1C(=O)NCCc1c[nH]c2ccccc12 (stereo not drawn)	0%	-3%	-2%	-2%	-3%	-21%	5%	-1%	-9	3%	-4%
Cc1ccc(S(=O)(=O)/C(C#N)=C/c2c(N3CCC(C(N)=O)CC3)nc3c(C)cccn3c2=O)cc1	0%	5%	0%	9%	1%	6%	4%	0%	8	/	1%
CC(=O)NCCNc1nc2c(-c3ccccc3)nnn2c2ccccc12	-16%	?	/	2%	-11%	-63%	?	2%	6	?	0%
O=C(Cn1c(NCCCO)nc2ccccc21)c1ccc(Cl)cc1	-3%	-2%	0%	0%	1%	-1%	-3%	-4%	14	2%	5%
Cc1ccccc1NC(=O)N1C2CCCC1CC(NC(=O)C(C)(C)C)C2 (stereo not drawn)	-3%	2%	?	-4%	0%	4%	-19%	-1%	5	2%	-15%
Cc1n[nH]c(C)c1S(=O)(=O)N1CCC(C(=O)O)CC1	-9%	5%	3%	-2%	-4%	-7%	-14%	-2%	4	44%[activator]	-2%
COc1ccc(NC(=O)CN(C)CC(=O)N(C)C2(C#N)CCC(C)CC2)cc1 (stereo not drawn)	/	6%	/	3%	-3%	2%	/	-2%	?	/	-3%
CCOC(=O)c1c(C)[nH]c(C(=O)OC)c1CCC(=O)OC	-1%	-2%	-7%	0%	-3%	-22%	15%	-5%	4	-10%	0%
COc1ccc(C(=O)Nc2cc(Cl)ccc2-n2cncn2)c(OC)c1OC	/	-24%	/	-10%	2%	-37%	/	-8%	-3	/	-5%
COc1ccc(NC(=S)NC2CCCCC2)c(OC)c1	?	-4%	-2%	1%	-2%	1%	3.2µM*	-2%	11	-13%	-4%
Cc1c(C(=O)O)oc2ccc(S(=O)(=O)N3CCCC3)cc12	-17%	3%	1%[0.46 µM]	-2%	1%	1%	-6%	1%	-12	-3%	2%
Cc1ccc(S(=O)(=O)Nc2ccc(C(=O)N3CCCC3)cc2)c(C)c1NS(C)(=O)=O	-4%	0%	2%	0%	0%	-7%	-7%	-3%	11	3%	2%
O=C(c1cc(-c2ccccn2)nc2ccc(Br)cc12)N1CCN(S(=O)(=O)c2ccccc2)CC1	1%	-6%	25µM*	0%	-6%	-25%	-3%	0%	6	-5%	1%
O=C(Nc1nc2cc3c(cc2s1)OCCO3)c1ccncc1	-21%	1.7µM*	3%	1.6µM*	?	?	-30%	2.2µM*	-2	19%	-4%
CC(C)CCNC(=O)C(=O)NCCC1=CCCCC1	12%	?	0%	27%	14%	64%	11%	15%	9	7%	?
CCN1C(=C2C(=O)c3ccccc3C2=O)C=Cc2ccccc21	?	?	22%	9%	?	47%	3%	10%	-11	-9%	5%
N#C/C(=C\c1c(N2CCOCC2)nc2ccccn2c1=O)C(=O)NC1CCS(=O)(=O)C1 (stereo not drawn)	-1%	-1%	-3%	-5%	0%	-31%	1%	-4%	6	/	-4%
COc1ccc(/C=C/C(=O)c2ccc(O)cc2)cc1CN1CCOCC1	-2%	?	-7%	-4%	8%	-63%	38%	7%	17	25%	?
Cn1c(/N=C/c2ccccc2[N+](=O)[O-])nc2ccccc21	4%	1.7µM*	2%	4%	-3%	-12%	-42%	-1%	29	-6%	/
N#Cc1ccc(CSc2ccc(S(=O)(=O)N3CCCCCC3)cn2)cc1	/	1%	/	-8%	-6%	-30%	/	-5%	-12	/	-5%
Cn1nccc1NS(=O)(=O)c1ccc(F)cc1	10%	-28%	5%	?	6%	-13%	-44%	0.0003µM*	-17	/	16%
COc1cccc(-n2nc(C(=O)O)c3ccccc3c2=O)c1	-7%	-1%	13%	-1%	-6%	-2%	7%	2%	3	6%	-3%
CCCCOc1ccc(C(=O)NCC(=O)OCC(=O)N2CCN(S(=O)(=O)c3ccc(C)cc3C)CC2)cc1	-2%	?	5%	-2%	2%	-9%	21%	1%	-3	-3%	1%
CC(=O)Nc1cccc(C(=O)OCC(=O)NCc2ccc(F)cc2)c1	-5%	-9%	2%	-4%	7%	-7%	12%	-1%	3	-6%	2%
COc1ccc(/C=C/C(=O)NC(C)CCc2ccccc2)cc1OC (stereo not drawn)	-11%	5%	11%	-9%	-4%	-8%	31%	1%	9	13%	-6%
COc1ccc(CNC(=O)C2CCN(C(=O)Cc3ccccc3)CC2)cc1	14%	-1%	1%	0%	0%	-2%	-16%	3%	-16	-1%	4%
CC(C)(C)c1ccc(O)c(O)c1	?	?	/	-5%	9%	-15%	?	-1%	15	/	?
CC(NC(=O)c1ccc2c(c1)C(=O)N(Cc1cccnc1)C2=O)c1ccccc1 (stereo not drawn)	2%	0%	1%	12%	2%	-26%	7%	-4%	-18	/	-2%
COc1ccccc1CNC(=O)CS(=O)Cc1nc(-c2ccccc2C)oc1C (stereo not drawn)	-2%	5%	14%	1%	4%	-2%	0%	-2%	-2	-10%	-1%
